Assay outcomes as filed in PubChem BioAssay.
TWEAK-Fn14 inh = inhibitors of TWEAK-Fn14 interaction signaling; TWEAK-stimulated Fn14 reporter cells, luciferase luminescence, 8 h; hit rate 2% among 360,000; inhibition, % at 10 µM; AID 1159606; in the data active = inhibition above about 50%
NOD2 RIPK2 PPI = NOD2-RIPK2 protein interaction inhibition; O43353; AID 624267; CHO BLA complementation NOD2-RIPK2, CCF4 ratio; inhibition, % at 4.98 µM; hit rate 0.38% among 360,000; in the data active = inhibition above about 21%;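 note: 0% = vehicle only and 100% = reference blocker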
SRC3 inh = inhibits human SRC3 coactivator. HEK293 GAL4-SRC3 luciferase reporter, luminescence. inhibition, % at 3.6 µM. hit rate 0.17% among 360,000. AID 588352;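 active = inhibition above a per-campaign cutoff, the mean of all compounds plus 3 SD, cut at about 60% in these data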;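 note: 0% = DMSO-treated cells and 100% = gossypol-treated cells at 36 µM; higher means less SRC3-driven luciferase light from the GAL4 reporter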
TROY signal inh = inhibitors of TROY-dependent NF-kB signaling. Q293 LMP1-TROYcd NF-kB luciferase reporter, 4 h. inhibition, % at 10 µM. hit rate 0.98% among 360,000;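 active = compounds whose plate-normalised and pattern-corrected inhibition of the luciferase reporter signal at the single screening dose is 50% or more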
LRH-1 inv ag = NR5A2 inverse agonism in reporter assay. hit rate 0.13% among 360,000. inhibition, % at 3.6 µM. O00482. HEK293T StAR-luciferase reporter, LRH-1 transfected, 24 h. AID 602396;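 active = inhibition above the mean inhibition of all tested compounds plus 3 SD, cut at about 73% in these data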;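 note: 0% = DMSO wells and 100% = reporter-only cells lacking LRH-1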
Granule exo inh = blocks lytic granule exocytosis; TALL-104 LAMP-1 surface exposure, flow cytometry; cells stimulated with thapsigargin and PMA; inhibition, % at 10 µM; hit rate 0.66% among 360,000;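 active = inhibition above about 55%, limit read from the data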
NR2F2 inh = inhibitors of human COUP-TFII (NR2F2); HEK293T NGFI-A luciferase reporter, luminescence; hit rate 0.7% among 370,000; P24468; inhibition, % at 8.6 µM;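 active = inhibition above a per-plate cutoff, mean inhibition of test wells between control levels plus 3 SD, cut at about 38% in these data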;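 note: cells cotransfected with COUP-TFII expression vector driving the NGFI-A reporter; 0% = median of COUP-TF2 test wells and 100% = reporter-only cells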
ABHD5-PLIN5 inh = ABHD5-PLIN5 protein interaction inhibition; Q00G26+Q8WTS1; Split G. princeps luciferase complementation, luminescence, 4 h; inhibition, % at 4 µM; hit rate 0.78% among 360,000; AID 602281;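 active = inhibition above the mean inhibition across every tested compound plus 3 SD, cut at about 22% in these data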;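 note: 0% = DMSO only wells and the 100% control is not disclosed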
SRC1 inh = inhibitors of human steroid receptor coactivator 1 (SRC1); HEK293 GAL4-SRC1 luciferase reporter, luminescence; inhibition, % at 3.6 µM; hit rate 0.12% among 360,000; AID 588354;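 active = inhibition above the campaign mean plus 3 SD, with each screening campaign given its own cutoff, cut at about 60% in these data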;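 note: 0% = DMSO treated cells and 100% = gossypol at 36 µM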
NCOA2 inhibitor = inhibits human steroid receptor coactivator 2; inhibition, % at 9 µM; HEK293 GAL4-SRC2 luciferase reporter, luminescence; Q15596; hit rate 0.17% among 370,000; AID 651957;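 active = inhibition above the mean inhibition of all tested compounds plus 3 SD, set per campaign, cut at about 52% in these data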;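 note: 0% = DMSO treated cells and 100% = cells given Gossypol at 36 µM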
TLR9-MyD88 block = inhibitors of human TLR9-MyD88 binding | Q9NR96+Q99836 | hit rate 0.21% among 340,000 | inhibition, % at 4.98 µM | CHO BLA complementation TLR9-MyD88, CCF4 FRET ratio | AID 504734;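 active = inhibition above the mean over all tested compounds plus 3 SD, cut at about 21% in these data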;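 note: 0% = DMSO only wells and 100% = clavulanate BLA inhibitor control wells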
Target sequence (Q99836 whole entry, looked up): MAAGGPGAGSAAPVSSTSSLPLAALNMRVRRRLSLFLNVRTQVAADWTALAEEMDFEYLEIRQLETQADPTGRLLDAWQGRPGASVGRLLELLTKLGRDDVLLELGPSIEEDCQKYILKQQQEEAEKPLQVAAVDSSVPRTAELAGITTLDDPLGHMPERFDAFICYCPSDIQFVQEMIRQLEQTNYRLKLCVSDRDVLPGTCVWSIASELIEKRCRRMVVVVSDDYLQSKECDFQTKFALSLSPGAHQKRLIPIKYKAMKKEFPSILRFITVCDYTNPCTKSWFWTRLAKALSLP
Target sequence (Q9NR96 whole entry, looked up): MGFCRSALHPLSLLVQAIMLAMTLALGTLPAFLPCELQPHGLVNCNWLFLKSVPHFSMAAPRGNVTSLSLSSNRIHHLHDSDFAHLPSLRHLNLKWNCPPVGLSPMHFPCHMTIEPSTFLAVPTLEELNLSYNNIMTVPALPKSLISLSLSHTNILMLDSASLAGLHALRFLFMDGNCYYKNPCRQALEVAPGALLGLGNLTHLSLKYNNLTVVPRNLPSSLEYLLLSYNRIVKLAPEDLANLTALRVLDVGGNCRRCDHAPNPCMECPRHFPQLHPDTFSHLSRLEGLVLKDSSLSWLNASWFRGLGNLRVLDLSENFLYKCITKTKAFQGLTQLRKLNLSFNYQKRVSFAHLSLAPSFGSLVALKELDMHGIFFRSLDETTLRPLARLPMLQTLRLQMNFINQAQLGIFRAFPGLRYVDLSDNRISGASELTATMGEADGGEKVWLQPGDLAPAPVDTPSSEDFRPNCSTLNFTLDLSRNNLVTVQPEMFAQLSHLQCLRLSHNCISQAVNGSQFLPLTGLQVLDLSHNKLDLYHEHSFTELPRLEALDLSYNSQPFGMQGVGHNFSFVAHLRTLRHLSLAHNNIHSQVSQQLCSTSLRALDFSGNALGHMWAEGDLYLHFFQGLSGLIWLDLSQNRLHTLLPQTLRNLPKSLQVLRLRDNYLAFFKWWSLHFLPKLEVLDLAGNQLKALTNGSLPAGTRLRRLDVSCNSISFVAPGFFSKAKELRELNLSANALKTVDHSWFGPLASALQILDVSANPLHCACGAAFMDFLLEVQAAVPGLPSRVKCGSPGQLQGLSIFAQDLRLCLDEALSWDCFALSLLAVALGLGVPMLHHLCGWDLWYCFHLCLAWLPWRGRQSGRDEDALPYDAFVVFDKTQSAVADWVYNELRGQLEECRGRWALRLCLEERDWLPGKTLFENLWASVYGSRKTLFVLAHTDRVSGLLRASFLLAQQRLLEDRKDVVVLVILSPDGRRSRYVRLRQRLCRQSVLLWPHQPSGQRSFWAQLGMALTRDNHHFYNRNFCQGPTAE
An asterisk follows results filed as active; · = no result given. These rows are one share of the data, so the mix of outcomes need not match the whole.

Below each SMILES – TWEAK-Fn14 inh	NOD2 RIPK2 PPI	SRC3 inh	TROY signal inh	LRH-1 inv ag	Granule exo inh	NR2F2 inh	ABHD5-PLIN5 inh	SRC1 inh	NCOA2 inhibitor	TLR9-MyD88 block
CC(C)CN1C(=O)c2ccc(C(=O)Nc3ccc(OCC(=O)O)cc3)cc2C1=O
  2	-6	-5	-17	4	-21	6	0	-12	-40	-7
CCn1cc(C(=O)Nc2cccc(C(=O)OC)c2)c(=O)c2ccc(C)nc21
  -1	-3	5	-9	17	-2	0	10	4	-29	-7
COC(=O)c1sc2nc(-c3ccccc3)c3c(c2c1N)CCCC3
  9	-5	13	4	13	-1	-2	3	-3	-2	6
Cc1ccc(OCCC(=O)OCC(=O)Nc2ccccc2)cc1
  4	0	6	-23	1	0	-14	15	-18	21	-13
COc1cc(NC(=O)COc2ccc(-n3cnnn3)cc2)cc(OC)c1OC
  -3	-8	21	-8	22	45	4	2	-31	-43	-1
COc1ccc(NC(=O)N2CCCC2C(=O)NC23CC4CC(CC(C4)C2)C3)cc1 (stereo not given)
  23	-2	9	9	8	6	7	-5	-17	15	-5
Cc1ccc(CN2CC(C(=O)Nc3ncccc3C)CC2=O)cc1 (stereo not given)
  5	2	-6	-15	-15	-2	-21	-4	-10	-2	-2
CS(=O)(=O)Nc1ccccc1C(=O)c1ccccc1
  -13	-6	-7	0	10	0	-9	1	4	-28	7
CCC1CCCCN1C(=O)CCNC(=O)Cn1cnc2ccccc2c1=O (stereo not given)
  9	-6	-1	-23	-5	7	3	0	4	1	3
Cc1cc(C)n(C(=O)c2c([N+](=O)[O-])cnn2C)n1
  12	-6	-19	11	-28	1	8	-14	-3	11	-11
O=C(CSc1nc(-c2ccccc2)cc(=O)[nH]1)Nc1ccc(Br)cc1
  -22	-6	14	9	3	-5	0	-6	-2	16	-10
COc1ccc(C2CC(c3cccs3)=NN2C(=O)CSc2nncn2C)cc1OC (stereo not given)
  19	-11	15	-11	-8	-9	-14	3	1	7	3
CN(CC1CCCO1)S(=O)(=O)c1ccc(C(=O)N2CCN(c3ccccc3)CC2)cc1 (stereo not given)
  -16	-5	0	-17	-7	1	-5	-1	-12	-2	1
CC(Sc1nnc(-c2cccnc2)n1C)C(=O)N1CCOCC1 (stereo not given)
  16	-2	-20	-16	-12	7	12	-13	6	-6	-1
Cn1c(SCC2CCCO2)nnc1-c1ccncc1 (stereo not given)
  -26	-4	11	-3	-14	-2	-31	3	-5	27	-3
CN(Cc1nc2ccccc2n1C)S(C)(=O)=O
  -11	-5	12	4	14	1	3	1	-17	-1	3
O=C(O)c1cccc2c1C(=O)c1cc(Br)ccc1S2(=O)=O
  -6	-8	-7	0	0	-2	-9	1	-7	-3	-9
CC(=O)c1cccc(NC(=S)N2CCN(CCN3C(=O)c4cccc5cccc(c45)C3=O)CC2)c1
  -48	3	6	-14	-2	0	-18	-2	-12	11	5
CS(=O)(=O)N(CC(=O)NCCSc1ccccc1)c1ccc2c(c1)OCO2
  1	-5	-10	5	-11	-4	38*	-1	13	9	-5
O=C(NC1CCCC1)C(c1ccco1)N(C(=O)c1ccco1)c1ccccc1 (stereo not given)
  13	4	-1	-15	5	-10	3	-2	-1	-5	6

The last 2 records of the section above open the next one.
Below each SMILES – TWEAK-Fn14 inh	NOD2 RIPK2 PPI	SRC3 inh	TROY signal inh	LRH-1 inv ag	Granule exo inh	NR2F2 inh	ABHD5-PLIN5 inh	SRC1 inh	NCOA2 inhibitor	TLR9-MyD88 block
CS(=O)(=O)N(CC(=O)NCCSc1ccccc1)c1ccc2c(c1)OCO2
  1	-5	-10	5	-11	-4	38*	-1	13	9	-5
O=C(NC1CCCC1)C(c1ccco1)N(C(=O)c1ccco1)c1ccccc1 (stereo not given)
  13	4	-1	-15	5	-10	3	-2	-1	-5	6
CCOc1cc(/C=N/NC(=O)c2ccc(O)cc2)ccc1Oc1nc(Cl)ncc1F
  12	-6	-1	13	-4	-10	8	-5	-13	5	-5
O=c1c2ccccc2[nH]c(=S)n1CCC1=CCCCC1
  4	0	-8	-38	-2	3	-3	-8	-40	-10	-5
COc1cccc(C2NC(=O)NC(C)=C2C(=O)Nc2cc(OC)ccc2OC)c1 (stereo not given)
  0	-3	1	-19	-3	-2	9	15	12	-1	1
COc1ccc(S(=O)(=O)N2CCOCC2)cc1NC(=O)CN1C(=O)NC2(CCCC2)C1=O
  -1	-1	20	8	-6	-4	-16	0	9	13	2
CC(Oc1ccc(Cl)cc1)c1ccnc(N)n1 (stereo not given)
  7	7	7	17	-7	-3	-4	-1	1	3	1
O=C(CN1CCC(NC(=O)c2ccccc2)CC1)NCc1ccccc1F
  17	-2	-18	3	4	0	-19	5	-18	-22	2
O=C(Nc1ccc([N+](=O)[O-])cc1)C(c1ccccc1)c1ccccc1
  12	14	0	43	-10	2	2	-7	-2	1	-4
COC1=Nc2ccccc2N2CCN=C12
  -27	1	2	-11	-31	0	-15	2	-48	15	·
O=C1C=CC(=O)N1Cc1ccncc1
  13	-2	-18	2	-15	-5	-2	0	5	5	1
CCN(CC)CCn1c(-c2ccc(C)cc2)nc(=S)c2c1CC(C)(C)OC2
  7	-11	9	18	6	4	-1	-1	7	1	-4
O=C(Nc1ccc(S(=O)(=O)N2CCCC2)cc1)C1COc2ccccc2O1 (stereo not given)
  -17	-7	9	-6	-1	5	-39	-8	8	0	-2
O=C1N2CCCCC1(Sc1ccccc1)CCC2 (stereo not given)
  9	-4	·	-5	-4	-5	2	-8	·	0	·
CCc1nnc(NC(=O)C2CCN(C(=O)c3ccccc3C)CC2)s1
  -8	-16	1	-14	-26	-1	-1	4	1	-35	-1
Cc1cccc(N(CC(N)=O)C2SC(=O)NC2=O)c1 (stereo not given)
  -13	0	3	18	-16	1	-2	-3	4	-1	6
CCC[C@H]1COCCS(=O)(=O)N1Cc1ccccc1
  -13	-2	19	-4	14	-1	9	1	5	-10	-7
CC(O)(c1cccc(F)c1)c1nc(-c2ccc(Cl)cc2)cs1 (stereo not given)
  21	0	-9	11	25	14	4	-13	-2	0	·
CS(=O)(=O)N(CC(=O)O)c1cccc(Cl)c1
  -5	8	-9	-9	-10	-2	-10	-6	4	-7	0
Cc1cccc(OCCNc2nc3c(c(=O)n(C)c(=O)n3C)n2C)c1
  6	9	25	6	4	-3	-9	3	6	-17	8
CC(=O)NC(=O)NC1CSCC1OC(C)=O (stereo not given)
  18	-2	15	11	4	2	-12	-1	-2	6	-9
CC[n+]1ccccc1/C=C/Nc1ccccc1
  1	-2	23	6	12	-6	3	-2	10	21	2

Later entries:
Below each SMILES – TWEAK-Fn14 inh	NOD2 RIPK2 PPI	SRC3 inh	TROY signal inh	LRH-1 inv ag	Granule exo inh	NR2F2 inh	ABHD5-PLIN5 inh	SRC1 inh	NCOA2 inhibitor	TLR9-MyD88 block
O=C(NCCO)c1cccc(-c2cnc3cccnn23)c1
  -2	0	-5	-1	-1	-6	-9	5	12	-51	·
CC(=O)c1c(C)nc(-c2ccc(OCC(=O)Nc3ccccc3)cc2)n1O
  13	0	-12	10	-9	-4	18	-1	-14	10	-8
Cc1ccc(NC(=O)COC(=O)C(CC(C)C)N2C(=O)C3CC=CCC3C2=O)c(C)c1 (stereo not given)
  18	-11	16	-2	-13	-6	-9	-4	5	8	-1
Cc1oc2c(c(C)cc3oc(=O)c(CC(=O)N[C@@H](CC(C)C)C(=O)O)c(C)c32)c1C
  -13	-18	6	3	-5	-1	-9	-3	22	-7	4
COc1ccc(-c2ccc(/C=C(\NC(=O)c3ccccc3)C(=O)N3CCOCC3)o2)cc1
  31	9	19	3	14	-1	-11	6	11	-21	-3
C#CCOc1ccc2c3c(c(=O)oc2c1)CCCC3
  -35	3	-8	-13	-5	4	-5	-14	-6	-2	10
O=C(c1ccc([N+](=O)[O-])s1)N1CCc2ccccc21
  7	-8	-41	-24	-22	-12	1	6	8	-7	2
COc1ccc(NC(=O)C2CC(=O)N/C(=N/N=C/c3ccccc3)S2)cc1 (stereo not given)
  -21	2	21	-15	-2	-3	2	5	-4	-9	0
CCOC(=O)CSC1=C(C#N)C(=O)NC(c2ccc(OC)c(OC)c2)S1 (stereo not given)
  6	-7	-23	0	-5	-6	7	-4	-21	-36	3
Cc1cc(C(=O)CN2CC(C)OC(C)C2)c(C)n1-c1ccccc1 (stereo not given)
  5	-6	-34	-23	-26	13	-12	-7	-29	-21	1
CC(=O)Nc1ccc(S(=O)(=O)N2CCN(C(=O)N3CCOCC3)CC2)cc1
  -5	5	21	-3	-4	2	5	-4	-17	9	1
Cc1[nH]n(-c2ccccc2)c(=O)c1N=Nc1ccc(C#N)cc1
  -7	-7	-14	13	-10	-19	7	6	-9	-6	-11
COCCN(C(C)=O)c1nnc(-c2cnccn2)s1
  -4	2	11	-10	-7	5	-16	-10	-6	-5	3
O=C(CSc1nc(-c2ccccc2)cc(=O)[nH]1)NCc1ccc2c(c1)OCO2
  1	-3	1	0	17	2	-1	5	-2	-4	-5
CNc1cncc(-c2c(OC)cccc2OC)n1
  -4	3	-32	3	-12	-4	2	3	1	-6	·
COc1ccccc1Nc1nc(N)nc(CSc2nncn2C)n1
  -6	-14	2	5	-32	-2	-8	-3	-16	-3	-5
O=C(/C=C/c1ccco1)NC(=S)Nc1cc(-c2nc3ccccc3s2)ccc1Cl
  26	-2	-84	-41	-102	-8	-35	11	-91	-32	2
CCCCN1CCNC[C@H]1Cc1ccc(O)cc1
  8	-5	8	-6	-7	-7	-2	-17	-11	-27	-6
Cc1nc2ccccc2c(=O)n1/N=C/c1ccccc1OC(F)F
  4	0	-2	-15	-2	0	-14	-2	0	-20	2
COc1ccc(-n2cnnc2SCC(=O)Nc2ccc(N3CCOCC3)cc2)cc1
  13	-6	5	·	37	-1	-1	-3	2	11	-1

(next part)
Below each SMILES – TWEAK-Fn14 inh	NOD2 RIPK2 PPI	SRC3 inh	TROY signal inh	LRH-1 inv ag	Granule exo inh	NR2F2 inh	ABHD5-PLIN5 inh	SRC1 inh	NCOA2 inhibitor	TLR9-MyD88 block
NNc1nc2c(Cl)c(Cl)ccc2s1
  -9	-9	-9	-30	-12	1	6	-8	-34	5	2
COc1cccc(C(=O)NCC2CCCN2S(=O)(=O)c2ccccc2)c1 (stereo not given)
  -10	5	-7	-5	-31	3	14	2	-3	16	-1
S=C(Nc1ccccc1)Nc1nc2ccccc2n1CCOc1ccc(Br)cc1
  -27	-3	-6	2	5	-7	2	-1	6	0	-1
COc1ccc(-c2nc3ncccc3n2O)cc1
  7	-9	-16	-26	-52	-15	-25	-6	-3	-36	-4
COc1ccc2c(c1)[nH]c1c(=O)n(/N=C/c3ccc(OC)c(COc4ccccn4)c3)cnc12
  2	-15	0	-48	-9	-1	5	-1	-15	-21	-1
CN(C)C(CNC(=O)C1CC(=O)N(c2cccc(C(F)(F)F)c2)C1)c1ccccc1 (stereo not given)
  -10	-3	-3	-12	-13	0	8	9	13	-16	-6
CSC1=N/C(=C\c2ccc(Cl)cc2)C(=O)N1N(C)C
  -11	-17	4	-16	13	13	9	-6	-18	-8	-4
Cc1nc2ccc(S(=O)(=O)NC(C(=O)Nc3nccs3)C(C)C)cc2s1 (stereo not given)
  -5	-1	-3	2	-14	2	-13	4	0	-16	2
CN(C)/C=C/C(=O)c1ccc(C(F)(F)F)cc1F
  -32	2	-20	-11	-5	-3	-10	5	-40	-20	-5
CCN(CC)c1ccc(CNc2nnnn2C)cc1
  -8	-3	-10	-8	-1	13	15	-4	-34	2	-7
